Assay outcomes: PubChem, several laboratories
Diaphorase inh = diaphorase inhibition or chemical oxidation counter-screen; diaphorase resazurin-to-resorufin fluorescence, NADH, 16 min; bacterial (C. kluyveri) enzyme, not human; inhibition, % at 20 µM; 190,000 tested, 0.69% active; AID 1217;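 active = primary screen inhibition at 20 µM above a set limit, cut at about 50% in these data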;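 note: plate controls were DMSO with full reaction for no effect and wells lacking NADH for full effect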
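Assay system: diaphorase enzyme from Clostridium kluyveri; Input: enzyme working solution with 0.14 U/mL diaphorase; Timing: 16 min at room temperature; Technique: resorufin fluorescence, excitation 544 nm, emission 590 nm; Benchmarks: positive control minus NADH, DMSO neutral control.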
Diaph act CS = diaphorase activation or chemical reduction counter-screen; 190,000 tested, 0.005% active; Diaphorase/resazurin coupled assay, resorufin fluorescence, 16 min; hits give high values; 1 = vehicle wells, 0 = NADH-free wells; activation factor at 20 µM;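 active = diaphorase activity raised at least twofold by the compound at 20 µM; inactive = activation factor below 2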
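Material: purified diaphorase enzyme from Clostridium kluyveri / Medium: HEPES pH 7.4 buffer with MgCl2 and Tween 20 / Schedule: enzyme reaction of 16 min at room temperature / Measured by: resorufin fluorescence, excitation 544 nm, emission 590 nm / Evaluation: rise in resorufin formation, marking diaphorase activation or chemical reduction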
PMI act satM6P = increases human PMI activity with near-saturating mannose 6-phosphate. coupled PMI enzyme assay, resazurin fluorescence, 20 min; hits give high values; 1 = untreated enzyme, 0 = substrate-free blank. activation factor at 20 µM. 190,000 tested, 0.34% active. AID 1216;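 active = activation factor of 2 or more at 20 µM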
Target sequence (P34949 whole entry, looked up): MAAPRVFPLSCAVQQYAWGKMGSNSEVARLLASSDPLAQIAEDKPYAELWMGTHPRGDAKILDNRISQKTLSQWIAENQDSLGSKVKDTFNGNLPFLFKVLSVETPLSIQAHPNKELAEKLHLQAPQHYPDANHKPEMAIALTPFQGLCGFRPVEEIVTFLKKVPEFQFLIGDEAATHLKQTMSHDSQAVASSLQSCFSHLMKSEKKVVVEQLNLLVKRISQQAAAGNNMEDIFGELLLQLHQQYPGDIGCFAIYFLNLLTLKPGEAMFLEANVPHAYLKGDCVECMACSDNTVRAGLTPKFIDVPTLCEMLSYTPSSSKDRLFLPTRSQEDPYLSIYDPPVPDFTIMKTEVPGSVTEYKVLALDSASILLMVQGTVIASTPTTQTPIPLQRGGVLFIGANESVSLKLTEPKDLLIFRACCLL
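Test system: human phosphomannose isomerase with PGI, G6PDH, diaphorase coupling enzymes; Amount: PMI at 15 ng/mL final; Reagent: Mannose-6-phosphate 1.0 mM (near-saturating) plus 0.22 mM NADP+; Timing: 20 min, room temperature; Technique: resorufin fluorescence at Ex 544/Em 590 nm; Dosing: 20 µM single dose.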
L major viab = inhibitors of Leishmania major promastigote growth | 200,000 tested, 9% active | inhibition, % at 10 µM | Leishmania major promastigotes, resazurin fluorescence viability;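 note: promastigotes grown with compound for 44 hours at 28 °C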
S1P3 antag = antagonists of human S1P3 receptor; Q99500; CHO S1P3 NFAT-BLA reporter, FRET fluorescence, antagonist mode; inhibition, % at 4.98 µM; 170,000 tested, 0.27% active; AID 485;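 active = inhibition above the plate cutoff, the mean inhibition of test wells on that plate plus 3 SD, cut at about 28% in these data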;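 note: cells challenged with S1P at its EC80 of 0.8 µM; blue over green emission ratio from cleaved BLA substrate after 4 h stimulation; 0% = S1P-stimulated wells and 100% = unstimulated DMSO-only wells; some compounds past the cut are filed as inactive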
Target sequence (Q99500 whole entry, looked up): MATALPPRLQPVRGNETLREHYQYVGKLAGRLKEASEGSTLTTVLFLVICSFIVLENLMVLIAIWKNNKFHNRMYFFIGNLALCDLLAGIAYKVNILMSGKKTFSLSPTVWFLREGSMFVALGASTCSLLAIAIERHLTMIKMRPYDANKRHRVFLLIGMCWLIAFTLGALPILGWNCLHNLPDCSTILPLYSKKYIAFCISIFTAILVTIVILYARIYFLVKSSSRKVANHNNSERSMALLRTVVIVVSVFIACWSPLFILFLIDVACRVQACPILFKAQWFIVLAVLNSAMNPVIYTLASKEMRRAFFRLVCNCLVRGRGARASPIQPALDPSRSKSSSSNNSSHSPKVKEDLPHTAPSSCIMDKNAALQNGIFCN
TLR4-MyD88 BLA = inhibitors of human TLR4-MyD88 binding; O00206+Q99836; HeLa CL3-4 TLR4/MyD88 BLA complementation, FRET ratio; inhibition, % at 8.4 µM; 200,000 tested, 0.18% active; in the data active = inhibition above about 25%;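 note: 0% = vehicle and 100% = reference inhibitor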
PMI act = increases human mannose-6-phosphate isomerase activity; 190,000 tested, 0.005% active; purified human PMI, coupled resazurin fluorescence, 20 min; hits give high values; 1 = vehicle control, 0 substrate-free wells; activation factor at 20 µM; P34949;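 active = activation factor of 2 or more at 20 µM, relative to plate controls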
Redox H2O2 prof = compounds producing H2O2 with reducing agent – biochemical, NIH compound library profiling, artefact control for MLSCN library redox annotation, primary screen | 200,000 tested, 0.03% active | DTT-dependent redox cycling H2O2, phenol red/HRP absorbance; 100% = 100 µM peroxide control, 0% = buffer | activation, % at 10 µM;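 active = activation of at least 50% relative to the plate's high and low controls in the primary single-dose screen; inactive = activation below 50%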;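 note: compound incubated with DTT at 0.8 mM final as the reducing agent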
Hsp70 act = Hsp70 transcriptional activation, primary screen; HeLa Hsp70 promoter luciferase reporter, luminescence; scaled: vehicle 0, proteasome-inhibitor control 100%; 200,000 tested, 0.04% active; activation, % at 10 µM; AID 1203;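 active = activation above the mean across all tested compounds plus 3 SD, cutoff set per campaign, cut at about 5.5% in these data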;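 note: 100% = MG132 at 30 µM as the positive control and 0% = DMSO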
G6PDH counter = inhibits Leuconostoc G6PDH, flagging false hits in G6PDH-based assays. 200,000 tested, 0.12% active. Purified L. mesenteroides G6PDH, diaphorase/resazurin coupled fluorescence, 45 min. inhibition, % at 5 µM
RAM network inh = inhibitors of the yeast RAM network; S. cerevisiae dse1pr::URA3 reporter, 5-FOA growth OD615, 2 d; analog-sensitive cbk1-as2 kinase mutant strain; inhibition, % at 50 µM; 190,000 tested, 1.8% active;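 active = inhibition above a set limit, 3 SD over mean compound inhibition, cut at about 8.4% in these data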;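 note: 0% = DMSO-only wells with no growth and 100% = 10 µM 1-NA-PP1 full growth; inhibition rescues growth on 5-FOA so higher OD means more RAM inhibition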
* = called active by the depositor; x = no result given. Cut-off read from the data, not from the text of the source, unless noted: active = inhibition above about 50%; inactive = the rest. Rows are unselected (roughly 12% active in at least one column).

SMILES	Diaphorase inh	Diaph act CS	PMI act satM6P	L major viab	S1P3 antag	TLR4-MyD88 BLA	PMI act	Redox H2O2 prof	Hsp70 act	G6PDH counter	RAM network inh
Cc1nc(SCC(=O)NCc2ccco2)nc(C)c1C	4	1	1	-7	-21	-4	1	-0.7	0.0	7	2.0
CN(C)c1ccc(N=C/C=C2\N(C)c3ccccc3C2(C)C)cc1	9	0.9	0.8	101*	x	8	0.8	-10	0.3	12	-0.7
OCC1(CCOc2ccccc2)CCN(Cc2ccc3c(c2)OCCO3)CC1	-13	1.1	1.1	92*	-10	-5	1.1	-1.2	-0.1	10	0.9
O=C(Nc1ccccc1)c1sccc1Oc1ccc([N+](=O)[O-])cc1F	5	1	1.1	84*	-9	-12	1.1	-1.1	-0.5	-3	4.8
Cc1cccn2c(=O)c(C=O)c(N3CCCCCC3)nc12	-3	1	1.1	-3	x	7	1	0.7	-0.2	13	-0.8
CC1CN(Cc2cn(C)nc2-c2ccc(Oc3ccccc3)cc2)CCN1C (stereo unspecified)	1	1	0.9	49	-7	-7	0.9	-1.8	-0.1	23	-0.6
Cn1c(N)cc(-c2ccc(F)cc2)c(C#N)c1=O	11	0.9	0.9	1	1	2	1	-0.1	-0.3	-1	-0.6
CCOC(=O)C1C(=O)C=C(N2CCOCC2)CC1c1cccc(OC)c1 (stereo unspecified)	0	1	1.1	-1	-9	13	1	-0.3	0.2	2	1.7
COc1ccc(C(=O)CNC2=NCCC2)cc1	4	1	1.2	-2	-12	-12	1.2	0.1	0.0	4	1.2
COC(=O)c1ccc(CSc2nc3c(c(=O)n2-c2ccc(C)cc2)SCC3)o1	38	0.6	0.8	97*	4	-1	0.7	-3.0	0.1	-23	2.9
Cn1nnnc1SCc1c(F)cccc1F	9	0.9	1	-7	1	5	1	0.9	-0.1	2	1.5
Cn1c(-c2ccccn2)[n+](C)c2ccccc21	x	x	x	-1	-3	2	x	-0.8	-0.2	12	0.9
COc1ccc(C(=O)Nc2nc3c(s2)Cc2cc(OC)ccc2-3)cc1	35	0.7	0.7	96*	x	-3	1	5.0	0.1	22	5.2
CC(C)NC(=S)N/N=C/c1cccs1	7	0.9	0.9	16	x	2	1	-1.2	0.1	-4	-0.1
Cc1cc(C)cc(OCC(=O)N/N=C/c2ccncc2)c1	11	0.9	1.1	42	18	1	1	-0.3	-0.3	-11	0.1
COc1cc(Cl)c(C)cc1NC(=O)c1cc(S(=O)(=O)N(C)C)ccc1N1CCCC1	25	0.8	0.9	4	-5	0	0.9	-0.5	-0.6	1	4.1
CN(C)C(=O)c1nnsc1Sc1ccc(Cl)cc1	-13	1.1	1.1	4	-12	-2	1	-1.1	-0.4	3	0.9
CNC(=O)c1cc2c(=O)n3cccc(C)c3nc2n(C(C)C)c1=N	4	1	0.9	20	-2	-10	0.9	3.4	-0.1	1	0.4
COc1cc(/C=C/C(=O)OCC(=O)N2CCN(C(=O)c3ccco3)CC2)ccc1O	14	0.9	1	-3	-2	-12	1	-0.7	-0.3	5	0.9
COc1ccc(N=Nc2c(C)[nH][nH]c2=O)cc1	0	1	1	-1	-12	-2	1.2	-0.7	-0.4	10	0.5
O=C(Nc1nc2ccccc2[nH]1)c1ccc(Cl)c([N+](=O)[O-])c1	3	1	0.9	31	3	7	1	-1.2	0.2	1	3.4
COc1ccccc1N1CCN(C(=O)C2CCC(Cn3c(=S)[nH]c4ccccc4c3=O)CC2)CC1 (stereo unspecified)	18	0.8	1	64*	18	-9	0.9	2.0	0.5	5	2.7
C=CCNC(=S)N/N=C/c1ccc(C(C)(C)C)cc1	13	0.9	0.9	18	24	-3	0.9	-2.6	-0.4	6	0.1
CCOC(=O)NCc1cc(-c2nn(C)c(=O)c3ccccc23)ccc1C	18	0.8	0.9	1	5	6	0.9	0.5	-0.1	0	0.4
Cc1nn(-c2cccc(Cl)c2)c2c1C(c1ccncc1)C(C#N)=C(N)O2 (stereo unspecified)	8	0.9	1.6	-2	x	9	1.3	3.8	-0.2	-14	4.6
Cc1ccc(C(=O)Nc2ccccc2-c2ccccc2)cc1[N+](=O)[O-]	17	0.8	1	4	x	15	1	2.8	-0.2	-3	0.9
COc1ccc(OC)c(/C=N/NC(=O)c2cc3c(OC)c(OC)ccc3[nH]2)c1	38	0.6	0.7	72*	-5	-18	0.8	0.1	-0.4	11	4.0
O=c1c2ccccc2cnn1-c1ccc(Cl)nn1	5	0.9	1	5	-6	9	1	-0.7	0.7	10	1.6
Clc1ccc(Cl)c(Oc2ccc(Oc3nc(Cl)ccc3Cl)cc2)n1	11	0.9	1.1	-5	x	-10	1.1	0.2	-0.1	21	0.8
Cc1ccccc1NC(=O)NCCc1ccc(Cl)cc1	8	0.9	1	4	5	-13	1	-0.8	-0.3	9	3.9
O=C(O)c1ccc(N2C(=O)c3cccc(Oc4ccc(Cl)cc4)c3C2=O)cc1	6	0.9	1.1	34	-2	10	1.1	-0.9	-0.3	3	1.9
O=C(c1ccc(Cl)cc1)c1oc2ccccc2c1CS(=O)c1ccccc1 (stereo unspecified)	4	1	2.2*	8	x	-4	1.3	-5.1	-0.3	3	1.9
CCN(CC)CCCn1c(C)cc2c(c1=O)C(c1cccc(Cl)c1)C(C#N)=C(N)O2 (stereo unspecified)	5	0.9	1	67*	x	-9	1.1	0.1	-0.1	-4	1.5
CCOC(=O)C1CCCN(C(=O)c2ccc([N+](=O)[O-])cc2)C1 (stereo unspecified)	12	0.9	0.9	-6	13	5	0.9	-0.6	0.0	18	2.2
CCCC(=O)Nc1ccccc1NC(=O)CN(C)S(=O)(=O)c1ccc(C)cc1	11	0.9	0.9	-2	12	-10	0.9	-0.6	0.1	-19	2.7
Cc1ccc(S(=O)(=O)NC(=O)Nc2ccc(F)cc2)cc1	13	0.9	0.9	-1	x	-19	1	0.9	-0.4	7	1.5
CN(C)/C=C/C(=O)Oc1ccc(Cl)cc1Cl	-21	1.2	1.1	-3	-18	6	1.1	0.0	0.0	15	-1.6
CC(=O)OCCn1c(C)[n+](CCOC(C)=O)c2cc(Cl)c(Cl)cc21	8	0.9	1	3	-4	-4	0.7	-0.1	-0.3	-2	1.7
CCCN(CCC)C(=O)CC(c1ccc(F)cc1)c1ccco1 (stereo unspecified)	16	0.8	1.1	5	x	-10	1	0.0	-0.5	2	6.8
CNc1ncc(Cc2ccccc2)s1	4	1	1.1	5	-13	-7	1.1	-0.3	-0.3	8	0.3
CC1=NOC(=O)/C1=C\c1ccc(-c2ccc(Cl)cc2Cl)o1	13	0.9	1	93*	x	28*	0.9	-7.8	5.8*	0	-0.1
O=C(Nc1ccccc1N1CCN(C(=O)c2ccccc2)CC1)c1cc(Br)ccc1Cl	23	0.8	0.9	26	x	-19	0.9	1.8	-0.3	3	7.0
O=C(CN1C(=O)c2ccccc2S1(=O)=O)NCc1cccnc1	14	0.9	1	-4	-10	5	1	-0.1	-0.2	0	1.9
COc1nc(N(C)C)nc(N(OC)S(=O)(=O)c2ccccc2Cl)n1	9	0.9	1	4	-17	2	1	-0.9	-0.2	1	1.6
CC(Cc1cccnc1)NC(=O)c1ccccc1OC1CCN(S(C)(=O)=O)CC1 (stereo unspecified)	-12	1.1	1.1	-6	5	-3	1	-0.4	-0.3	6	0.8

PMI act satM6P, hit marks shown above.
structure	PMI act satM6P	S1P3 antag	TLR4-MyD88 BLA	PMI act	Redox H2O2 prof	Hsp70 act	RAM network inh
O=C(c1ccc(Cl)cc1)c1oc2ccccc2c1CS(=O)c1ccccc1 (stereo unspecified)	2.2*	x	-4	1.3	-5.1	-0.3	1.9

Continued:
SMILES	Diaphorase inh	Diaph act CS	PMI act satM6P	L major viab	S1P3 antag	TLR4-MyD88 BLA	PMI act	Redox H2O2 prof	Hsp70 act	G6PDH counter	RAM network inh
OC1CCN(Cc2nc(Cc3ccccc3Cl)no2)CC1	17	0.8	1	1	3	-6	0.9	-1.4	0.0	-6	2.3
CCOC(=O)c1cc2c(=O)n3ccccc3nc2n(CC2CCCO2)c1=NC(C)=O (stereo unspecified)	20	0.8	1.1	17	x	-32	0.9	0.3	-0.4	-5	x
CC(C)C(c1nnnn1C1CCCC1)N1c2ccccc2CC1C (stereo unspecified)	4	1	0.9	7	4	9	0.9	2.4	-0.1	-7	6.7
CN(Cc1cnccn1)Cc1cn(Cc2ccccc2)nc1-c1ccc2c(c1)OCO2	-9	1.1	1	5	-3	-5	1	0.3	-0.3	10	-0.9
COc1cc(C(=O)O/N=C(\N)c2ccncc2)cc(OC)c1OC	9	0.9	1.1	82*	x	7	1	-7.9	0.1	4	1.2
O=S(=O)(N1CCOCC1)N1CCN(c2ccccc2F)CC1	13	0.9	0.9	3	-22	-10	0.9	1.6	-0.3	23	0.7
Cc1nn(Cc2ccc(C(=O)N3CCOCC3)o2)c(C)c1Br	7	0.9	1.1	-1	-19	-2	1.1	-0.5	0.1	-1	0.6
CCC(C)[C@H](NC(=O)Nc1cccc(Cl)c1)C(=O)O (stereo partly specified)	6	0.9	1.1	22	x	5	1.1	0.2	0.2	2	0.8
Cc1cccc(C2c3[nH]c4ccccc4c3CCN2C(=O)Cc2n[nH]c(C)n2)n1 (stereo unspecified)	-12	1.1	1	4	-8	0	1	0.3	-0.3	15	-0.4
CSCC[C@H](NC(=O)OC(C)(C)C)c1nnc(SCC(=O)Nc2ccc(C)cc2C)o1	22	0.8	1	-1	x	-3	1	-0.1	-0.1	3	-0.7
CNC(=O)C(=O)Nc1ccc(C)cc1C	19	0.8	0.9	-9	-11	16	1	0.0	0.0	1	0.6
O=C(c1cc(-c2ccc(Cl)cc2)on1)N1CCOCC1	13	0.9	0.9	-2	2	-7	0.9	0.8	0.7	-7	2.3
CCC(CC)NC(=O)c1cccc([N+](=O)[O-])c1C	14	0.9	1	-2	-2	-3	0.9	-0.5	-0.3	14	0.7
COc1ccc2c(c1)[nH]c1c(=O)n(CCCn3ccnc3)cnc12	-2	1	1	6	x	1	0.9	0.2	-0.2	6	1.4
